From PubChem BioAssay
BAZ2B inh = BAZ2B (human) inhibition | Q9UIF8 | Potency, µM (highest dose often 114 µM), inactives show top-dose activity change, negative = inhibition, actives largely listed as inhibitors | 360,000 compounds, 4.4% hits | AlphaScreen BAZ2B-H3K14Ac peptide displacement; note: potency is the fitted concentration of half-maximal effect; % is set by controls: 0 for no effect and ±100 for the full control effect; nearly all actives have a fitted effect of over 60% in size
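BAZ2B 50 nM plus b-H3(5-23)K14Ac 50 nM, PBS pH 7.4/0.01% Tween-20, 30 min RT; compound added (max 110 uM), 30 min RT; streptavidin donor/Ni-chelate acceptor beads 10 ug/mL final, 20 min dark; AlphaScreen read.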
G9a block = G9a (human) methyltransferase inhibition | Q96KQ7 | G9a H3K9 monomethylation, AlphaScreen, 2 h | Potency, µM (doses to about 102 µM), inactives show at the highest dose activity, negative = inhibition, most hits filed as inhibitors | 350,000 compounds, 8.8% hits; note: potency is the fitted concentration of half-maximal effect; % is set by controls: 0 for no effect and ±100 for the full control effect; nearly all actives have a fitted effect of over 75% in size
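Step 1: enzyme (final 20 nM) with compound, 15 min RT. Step 2: substrate peptide 500 nM and SAM 20 uM, 2 h RT. Step 3: anti-H3K9me1 antibody and AlphaScreen beads, 10 min, then plate read.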
GLS inh = blocks human kidney-isoform glutaminase activity | O94925 | AID 624170 | GLS enzymatic activity, qHTS titration | Potency, µM (highest dose often 45.5 µM), for inactives: top-dose activity change, negative = inhibition, most hits filed as inhibitors | 410,000 compounds, 0.21% hits; note: potency is the fitted concentration of half-maximal effect; % is set by controls: 0 for no effect and ±100 for the full control effect
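Human kidney-isoform GLS in 45 mM KH2PO4 pH 8.2, 0.02% Tween-20, with compound, started with 1mM L-Glutamine (added stock). Glutamate oxidase/HRP/Amplex red coupled fluorescence read at start and after 30 min at RT.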
ERG-DNA inh = ERG Ets/DNA interaction inhibition. fluorescence polarization, His-ERG Ets domain / labelled DNA. 370,000 compounds, 0.028% hits. P11308. Potency, µM (highest dose often 76.9 µM), without a hit: at the top dose FP activity, negative = inhibition, most hits filed as inhibitors; active = well fitted inhibition curve with a large enough effect in the polarisation, with a control signal flat; inconclusive = small, poorly fitted or top-dose-only effect, or effect the other way, or a change in a side signal; inactive = no such curve, though single readings can be large or run the other way; the % refers to the polarisation;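 note: polarization taken with two DNA probes labelled with fluorescein and Texas red; potency is the fitted concentration of half-maximal effect; % of control where 0% means no effect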
Target sequence (P11308 whole entry, looked up, the tested form may be a part): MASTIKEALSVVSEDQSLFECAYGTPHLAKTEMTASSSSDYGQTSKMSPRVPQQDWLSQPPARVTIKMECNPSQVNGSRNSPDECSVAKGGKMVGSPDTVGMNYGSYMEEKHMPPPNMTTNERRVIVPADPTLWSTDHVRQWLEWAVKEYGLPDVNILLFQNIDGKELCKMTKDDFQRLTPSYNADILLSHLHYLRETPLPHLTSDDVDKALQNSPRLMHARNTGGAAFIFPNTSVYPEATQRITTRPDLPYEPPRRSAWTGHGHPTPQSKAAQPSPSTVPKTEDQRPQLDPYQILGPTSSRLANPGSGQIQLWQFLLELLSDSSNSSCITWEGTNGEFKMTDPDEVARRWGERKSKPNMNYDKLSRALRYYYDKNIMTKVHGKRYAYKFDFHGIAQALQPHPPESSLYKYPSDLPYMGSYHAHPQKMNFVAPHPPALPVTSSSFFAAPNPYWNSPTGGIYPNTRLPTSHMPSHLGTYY
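His-tagged ERG Ets domain (1 uM in the protein solution; 300mM KCl, 50mM Tris-HCl, 1mM EDTA, 1mM DTT, pH 7.5) received compound, then a probe mix of 5 nM fluorescein-DNA and 100nM Texas-615-DNA. Fluorescence polarization was read for both dyes.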
JMJD2A Tudor inh = inhibitors of human JMJD2A Tudor domain. O75164. AlphaScreen JMJD2A-Tudor / H3K4me3 peptide binding. Potency, µM (doses to about 114 µM), inactives show top-dose activity change, negative = inhibition, hits mostly inhibitors. 390,000 compounds, 4.4% hits. AID 504339; note: potency is the fitted concentration of half-maximal effect; % is set by controls: 0 for no effect and ±100 for the full control effect; nearly all actives have a fitted effect of over 50% in size
Tb PGK inh = inhibitors of T. brucei phosphoglycerate kinase | 380,000 compounds, 0.043% hits | PGK/GAPDH coupled, Kinase-Glo luminescence, 60 min | Potency, µM (doses to about 57.5 µM), without a hit: top-dose activity change, negative = inhibition, actives largely listed as inhibitors | P07378; note: potency is the fitted concentration of half-maximal effect; % is set by controls: 0 for no effect and ±100 for the full control effect; nearly all actives have a fitted effect of over 60% in size
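Luminescent ATP detection (Kinase-Glo Plus) follows a 60-minute room-temperature incubation, with wells lacking PGK as controls. Buffer: 100 mM TEA (pH 7.6), 5 mM MgCl2, 0.01% Tween-20. Coupling enzyme GAPDH (100 nM final) supplies unstable 1,3-BPG in-well.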
HP1b binding inh = blocks HP1-beta chromodomain binding to methylated histone tails; P83916; AlphaScreen HP1-beta / biotin-H3K9me3 peptide binding; Potency, µM (doses to about 114 µM), inactives show at the top dose activity change, negative = inhibition, actives largely listed as inhibitors; 390,000 compounds, 0.56% hits; AID 540317; note: potency is the fitted concentration of half-maximal effect; nearly all actives have a fitted effect of over 70% in size; inactives centre near 23
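Compound inhibition of the preformed complex between 50 nM HP1-beta and 50 nM biotinylated H3K9me3 peptide was read by AlphaScreen. Buffer was PBS pH 7.4 with 0.01% Tween-20. Incubations ran 30 min at room temperature, with 10 ug/mL donor/acceptor beads.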
PI4K2A inh = inhibitors of human PI4K2A; AID 1346378; activity change, negative = inhibition, % at 76.9 µM; 420,000 compounds, 0.13% hits; purified PI4K2A, ADP-Glo luminescence, 1 h; hits give low values; in the data active = activity change below about -50%; inconclusive = mostly about -30% to -49%;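 note: -100% = wells without enzyme as full effect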
Target sequence (Q9BTU6 whole entry, looked up): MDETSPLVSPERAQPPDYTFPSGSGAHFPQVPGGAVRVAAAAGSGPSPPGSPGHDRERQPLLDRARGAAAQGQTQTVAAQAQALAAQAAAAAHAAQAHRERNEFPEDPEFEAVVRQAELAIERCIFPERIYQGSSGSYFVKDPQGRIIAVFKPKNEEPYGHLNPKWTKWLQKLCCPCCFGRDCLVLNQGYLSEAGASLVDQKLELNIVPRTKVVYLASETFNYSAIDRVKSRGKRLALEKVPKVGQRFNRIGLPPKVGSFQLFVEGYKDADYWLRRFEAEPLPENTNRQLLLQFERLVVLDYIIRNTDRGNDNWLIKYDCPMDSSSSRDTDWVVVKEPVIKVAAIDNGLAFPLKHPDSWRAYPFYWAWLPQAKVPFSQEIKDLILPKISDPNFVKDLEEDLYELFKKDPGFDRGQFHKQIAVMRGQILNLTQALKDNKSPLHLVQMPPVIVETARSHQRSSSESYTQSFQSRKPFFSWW
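Compounds are screened against recombinant PI4K2A using PI as substrate and ATP, the latter dispensed at 300 microM. Reactions run one hour at ambient temperature before ADP-Glo detection; full inhibition defined by wells lacking enzyme.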
Pin1 inh = human Pin1 inhibition | Q13526 | Pin1 FP peptide displacement, HiFluor488, 10 min | Potency, µM (highest dose often 115 µM), inactives show at the highest dose activity, negative = inhibition, hits mostly inhibitors | 390,000 compounds, 0.009% hits | AID 504891; active = well fitted inhibition curve with a large enough effect in the polarisation, with a control signal flat, not every such curve was filed as active; inconclusive = small, poorly fitted or top-dose-only effect, or effect the other way, or a change in a side signal; inactive = no such curve, though single readings can be large or run the other way; the % refers to the polarisation; note: potency is the fitted concentration of half-maximal effect; % is set by controls: 0 for no effect and ±100 for the full control effect
Starred values were filed as active, the others as inactive; i = inactive; ? = inconclusive; nt = not tested or not shown; & = joins results of further samples; [ ] = another dose, or the depositor's remark. Unless noted, calls come from the whole dose curve; as a rule, active = well fitted curve in the direction sought with a large enough effect; inconclusive = small, poorly fitted or top-dose-only effect, or another doubt; inactive = no such curve, though single readings can be large; an effect the other way counts as inactive or inconclusive. Outcome played no part in choosing rows; 11% or so of the library scored in one or more.

no. | SMILES | BAZ2B inh | G9a block | GLS inh | ERG-DNA inh | JMJD2A Tudor inh
1 | Cc1cc(C)c(NC(=O)CSc2nncn2-c2cccnc2)c(C)c1 | -1% | 3% | -2% | 1% | -6%[11.4 µM]
2 | C=CCOc1cccc(C(=O)N2CCCC(CCC(=O)NCc3ccccc3F)C2)c1 (stereo not drawn) | 0% | nt | 19% | -3% | -3%
3 | C=CCN(CC=C)C(=O)c1cc2ccccc2c(=O)o1 | -25% | -7% | 21% | -4% | -10%
4 | CC(C)(C)c1ccc(-c2nnc(SCCN3C(=O)c4ccccc4C3=O)o2)cc1 | -2% | 32%[59 µM] | 8% | 11% | -14%
5 | Cc1ccccc1NC(=O)c1ccccc1NC(=O)c1ccccc1F | -5%&3% | 17% | -6%&0% | 6%&0% | -12%&-11%
6 | O=C(O)C1CCCCC1C(=O)NCCC(c1ccccc1)c1ccccc1 (stereo not drawn) | -3% | 1%[59 µM] | nt | -23% | 23%
7 | Cc1cc(C)n(C(=O)/C(C#N)=N/Nc2cc(Cl)cc(Cl)c2)n1 | ? | ? | 3% | 15% | -35%
8 | O=C(O)COc1ccc(/C=N/O)cc1Br | -15% | 0% | 1% | -2% | -8%[57.1 µM]
9 | CN(c1ccc(C(=O)Nc2cccnc2)cc1)S(=O)(=O)c1ccccc1 | 0% | -17% | -4% | 1% | -14%
10 | CCNC(=S)N1CCN(CCN=CC2=C(O)CC(c3cccs3)CC2=O)CC1 (stereo not drawn) | 6% | 4% | -7% | nt | -24%

no. | Tb PGK inh | HP1b binding inh | PI4K2A inh | Pin1 inh
1 | i | 44%[activator] | -1 | 7%
2 | 5% | 29% | 1 | 2%
3 | -4% | 14% | -4 | -12%
4 | -9% | 38% | -2 | -3%
5 | -5%&-9% | 32%&55% | 7&12 | -5%&7%
6 | i | 47%[activator] | -2 | 0%
7 | -1% | -5% | -3 | -7%
8 | -7% | 9% | 3 | 0%
9 | -1% | -4% | 0 | 7%
10 | 2%[11.5 µM] | 17% | -2 | 0%

Remaining list, next part
no. | SMILES | BAZ2B inh | G9a block | GLS inh | ERG-DNA inh | JMJD2A Tudor inh
11 | O=C(COC(=O)Cc1ccc(Br)cc1)NC1CCCCC1 | 2% | -1% | -1% | -3% | 6%
12 | COc1ccc(N2CCN(C(=O)CCNC(=O)c3ccc(Br)cc3)CC2)cc1 | 7% | ? | 19% | -8% | 5%
13 | Cc1onc(-c2ccccc2)c1C(=O)c1c[nH]c(C(=O)NCCCN2CCOCC2)c1 | -14% | -3% | -6% | 5% | -6%
14 | COc1ccc(C2C(C#N)=C(SC)NC3=C2C(=O)CC(C)(C)C3)cc1 (stereo not drawn) | 4% | 25%[59 µM] | 13% | 4% | -3%
15 | Cn1c(N)c(C(=O)COC(=O)CNS(=O)(=O)c2cccc(Cl)c2)c(=O)n(C)c1=O | 10% | 22%[59 µM] | 17% | -5% | -11%
16 | c1nnc(-c2ccc3c(c2)OCO3)o1 | 2% | -6% | -7% | -6% | 7%
17 | CCCCC(=O)NC(=S)Nc1cccc(C(=O)O)c1 | -1% | -3% | 0% | -1% | -1%
18 | CC12CCC(=O)C=C1C(O)CC1C2CCC2(C)C1CCC2(O)C(=O)CO (stereo not drawn) | nt | nt | 5% | -10% | -5%
19 | O=C(CN(Cc1ccc(F)cc1)C(=O)c1csnn1)NC1CCCC1 | -4% | 9% | 17% | -1% | -3%
20 | COc1ccc(CN2C(=O)[C@H]3Cc4c([nH]c5ccccc45)C(C)(C)N3C2=O)cc1 | nt | nt | 3% | nt | ?

no. | Tb PGK inh | HP1b binding inh | PI4K2A inh | Pin1 inh
11 | -2% | 52%[activator] | 0 | -2%
12 | 2% | 3% | -18 | -1%
13 | -8% | 8% | 1 | 1%
14 | 11% | 52%[activator] | 0 | 5%
15 | 0% | 20% | -2 | -2%
16 | -7% | 19% | 1 | -3%
17 | 6% | 27% | 0 | 2%
18 | 6% | 9% | -5 | 4%
19 | 3% | 3% | 8 | -11%
20 | -1% | -10% | 0 | 3%

Going on with the list.
no. | SMILES | BAZ2B inh | G9a block | GLS inh | ERG-DNA inh | JMJD2A Tudor inh
21 | CC(Nc1ccc(Cl)cc1)c1cc(Cl)ccc1O (stereo not drawn) | -1% | 43%[59 µM] | 8% | -1% | -7%
22 | CCC(=O)c1cc(F)c(N2CCN(S(=O)(=O)c3ccc(C)cc3)CC2)cc1C | nt | 6%[59 µM] | 1% | -4% | -3%
23 | O=C(NCc1ccccc1Cl)c1ccc(NC(=O)N2CCSc3ccccc32)cc1 | -3% | 12%[59 µM] | -2% | -6% | -14%
24 | COc1ccccc1CNC(=O)/C=C/c1ccc(S(=O)(=O)NCc2ccco2)cc1 | -13% | ? | -4% | -2% | ?
25 | CCOC(=O)c1nnn(CC(=O)Nc2cc(Cl)ccc2C)c1C(=O)OCC | 4% | 4%[12.7 µM] | -1% | -6% | -5%
26 | COc1ccc(C(=O)N/C(=C\c2ccc3c(c2)OCO3)C(=O)Nc2cccc(C(=O)O)c2)cc1 | -18% | ? | 8% | -13% | -7%
27 | Cc1cc(C(=O)COc2ccccc2[N+](=O)[O-])c(C)n1C1CC1 | ? | 6% | -3% | 0% | -22%
28 | COC(=O)c1cc(NC(=O)Cc2ccc(OC)cc2)cc(C(=O)OC)c1 | 7% | -34%[59 µM] | -10% | -13% | 5%
29 | C/C=C(\C)C(=O)Nc1cccc(C2=NOC3(C2)C[C@H](C(N)=O)N(C(=O)C(c2ccccc2)c2ccccc2)C3)c1 (stereo partly drawn) | -10% | 18%[12.7 µM] | 4% | -9% | -30%
30 | Cn1c(=O)c(C(=O)CN2CC(=O)Nc3ccccc32)c(N)n(Cc2ccccc2)c1=O | nt | ? | 0% | -1% | 11%

no. | Tb PGK inh | HP1b binding inh | PI4K2A inh | Pin1 inh
21 | -5% | 16% | -3 | 3%
22 | 1% | 31% | -1 | -3%
23 | -10% | 19% | -3 | 1%
24 | 2% | 2% | -1 | 19%
25 | 8% | 34% | -1 | -1%
26 | -8% | 32% | -5 | -15%
27 | -10% | 28% | 4 | 0%
28 | -11% | 28% | -1 | 6%
29 | 0% | 21% | -1 | 14%
30 | 1% | 26% | 3 | 1%

More records follow:
no. | SMILES | BAZ2B inh | G9a block | GLS inh | ERG-DNA inh | JMJD2A Tudor inh
31 | COc1ccc(NS(=O)(=O)c2cccc(C(=O)Nc3cccc(C(=O)O)c3)c2)cc1 | 13% | nt | 15% | 10% | -14%
32 | COc1ccc2oc(=O)c(C(=O)n3ccc(C)n3)cc2c1 | -6% | -4%[59 µM] | 0% | 0% | -16%
33 | O=c1c2ccccc2nc(-c2ccccc2Cl)n1O | ? | -1% | 15% | -3% | -16%
34 | Nc1cc(C(F)(F)F)ccc1-n1cccc1 | -36% | 2% | -1% | -5% | -2%
35 | Cc1nc(SCC(=O)Nc2ccc(C(=O)O)cc2)n[nH]1 | -1% | 6%[59 µM] | -11% | 3% | -1%
36 | C=C(C)C(=O)N1CC2(CC(c3cccc(NC(=O)CCCCC)c3)=NO2)C[C@H]1C(N)=O (stereo partly drawn) | -2% | -5%[12.7 µM] | 3% | 5% | -14%
37 | Cc1nnc(NC(=O)Nc2cccc(Cl)c2)s1 | 6% | -12%[59 µM] | 0% | 1% | -12%
38 | CCOC(=O)N1CCN(C(=O)COc2ccc([N+](=O)[O-])cc2)CC1 | -18% | -13% | 5% | -4% | -7%
39 | COc1ccc2cc(C(=O)N3CCN(c4ccc(F)cc4)CC3)[nH]c2c1 | -9% | 50µM* | -12% | 2% | 3%
40 | CN1C(=O)/C(=N\OC(=O)c2cccc3ccccc23)c2ccccc21 | ? | ? | 9% | nt | -33%

no. | Tb PGK inh | HP1b binding inh | PI4K2A inh | Pin1 inh
31 | i | 9% | 1 | -1%
32 | -2% | 24% | 5 | 6%
33 | 10% | -8% | 1 | 4%
34 | -6% | 15% | 0 | -4%
35 | -11% | 38% | -1 | 15%
36 | 0% | 24% | 1 | ?
37 | i | 31%[activator] | -2 | -1%
38 | 3% | 12% | 4 | 4%
39 | i | 21% | -1 | 0%
40 | 3% | -2% | 29 | 1%

Next entries follow.
no. | SMILES | BAZ2B inh | G9a block | GLS inh | ERG-DNA inh | JMJD2A Tudor inh
41 | Cc1ccc(S(=O)(=O)C2CCOC2=O)cc1 (stereo not drawn) | 6% | 4%[59 µM] | 4% | -4% | -9%
42 | CCCCCCn1c(CN2CCN(Cc3ccccc3)CC2)nc2c1c(=O)n(C)c(=O)n2C | -29% | ? | 3% | -3% | -20%
43 | Cn1c(/C(C#N)=C/c2ccc(-c3ccc(S(N)(=O)=O)cc3)o2)nc2ccccc21 | -3% | 8%[59 µM] | 5% | ? | -14%
44 | N/C(=N\OC(=O)CCc1ccccc1)c1ccc(Cl)cc1 | 95%[activator] | 161%[activator] | 9% | nt | 110%[activator]
45 | COc1ccccc1OCC(=O)c1[nH]c(C)c(C(C)=O)c1C | ? | 32%[59 µM] | -16% | -6% | ?

no. | Tb PGK inh | HP1b binding inh | PI4K2A inh | Pin1 inh
41 | -8% | 39%[activator] | 1 | -10%
42 | -1% | 11% | 1 | 1%
43 | 2% | 39%[activator] | 5 | ?
44 | nt | 112% | -2 | -3%
45 | -5% | 34% | 4 | 20%
